SENP7 block = inhibitors of human SENP7 protease | recombinant SENP7, Z-RLRGG-aminoluciferin luminescence, 40 min | inhibition, % at 5 µM | 330,000 tested, 1.5% active | AID 434973;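 active means inhibition above about 50% at the single test dose, limit read from the data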;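 further: plate controls were DMSO with enzyme for no effect and no enzyme buffer wells for full effect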
Target sequence (Q9BQF6 706-1050 limits assumed): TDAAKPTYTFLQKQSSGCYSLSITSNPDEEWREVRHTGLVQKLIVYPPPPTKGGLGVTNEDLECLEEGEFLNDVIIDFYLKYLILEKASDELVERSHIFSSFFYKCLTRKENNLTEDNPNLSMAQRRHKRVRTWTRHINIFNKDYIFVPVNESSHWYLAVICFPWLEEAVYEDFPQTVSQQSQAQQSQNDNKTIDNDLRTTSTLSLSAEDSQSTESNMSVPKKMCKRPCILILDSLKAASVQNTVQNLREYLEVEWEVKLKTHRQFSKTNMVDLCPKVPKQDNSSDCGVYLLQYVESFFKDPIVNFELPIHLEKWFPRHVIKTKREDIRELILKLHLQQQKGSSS
HKDC1 inh = HKDC1 (human) hexokinase inhibition | Q2TB90 | recombinant HKDC1, G6PDH/diaphorase resazurin coupled fluorescence | inhibition, % at 20 µM | 340,000 tested, 0.16% active;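 active means inhibition above about 35% when tested at 20 µM, limit read from the data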;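 further: plate controls were DMSO wells with enzyme for no effect and DMSO wells lacking enzyme for full effect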
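Assay system – recombinant HKDC1 (HK5) hexokinase enzyme, produced in-house · Input – HKDC1 at 5 µg/mL · Reagent – glucose plus 1 mM ATP as hexokinase substrates · Timing – 90 min reaction incubation at room temperature, dark · Measured by – G6PDH/diaphorase-coupled fluorescence, 1 mM NADP, 100 µM resazurin, 525/613 nm · Benchmarks – DMSO-enzyme wells negative, buffer-substituted wells positive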
PfGluPho inh = PfG6PD (Plasmodium falciparum) enzyme inhibition | inhibition, % at 20 µM | PfGluPho enzyme, NADPH resazurin-diaphorase fluorescence | 350,000 tested, 0.78% active;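 active means inhibition reaching at least a set limit at 20 µM in the primary screen, cut at about 59% in these data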;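 further: 0% = DMSO wells with substrate and 100% = DMSO wells lacking glucose-6-phosphate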
GRIN3A LBD mod = modulators (binders) of human NR3A ligand-binding domain; NR3A LBD differential scanning fluorimetry, Tm shift; 0% = protein alone, 100% = glycine-bound protein; Tm shift relative to glycine control, % at 25 µM; 340,000 tested, 2.5% active; AID 1259313;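 active means melting temperature shift of at least 10% of the positive control shift, at one fixed dose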
ATG4B inh = blocks human ATG4B protease cleavage of LC3 substrate. Q9Y4P1. ATG4B cleavage of LC3-PLA2, NBD-HPC fluorescence, 1 h. inhibition, % at 8.33 µM. 340,000 tested, 0.51% active. AID 504462; in the data active means inhibition above about 40%
Target sequence (Q9Y4P1 whole entry, looked up): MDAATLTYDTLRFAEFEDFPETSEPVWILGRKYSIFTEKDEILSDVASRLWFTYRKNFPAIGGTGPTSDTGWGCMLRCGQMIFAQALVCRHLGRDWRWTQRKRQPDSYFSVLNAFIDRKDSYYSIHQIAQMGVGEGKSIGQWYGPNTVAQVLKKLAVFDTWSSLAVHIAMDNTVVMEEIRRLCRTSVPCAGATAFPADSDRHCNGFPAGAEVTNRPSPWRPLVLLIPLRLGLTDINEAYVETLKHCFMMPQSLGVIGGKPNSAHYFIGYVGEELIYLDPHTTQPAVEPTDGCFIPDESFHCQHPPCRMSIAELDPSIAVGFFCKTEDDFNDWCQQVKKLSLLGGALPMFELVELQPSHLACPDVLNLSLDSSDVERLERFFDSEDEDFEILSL
SENP8 block = inhibitors of human SENP8 protease. Q96LD8. recombinant SENP8, Nedd8 substrate fluorescence. inhibition, % at 20 µM. 360,000 tested, 0.64% active. AID 602440; in the data active means inhibition mostly above about 40%, no sharp cut-off; inactive means mostly below about 27%
Target sequence (Q96LD8 whole entry, looked up): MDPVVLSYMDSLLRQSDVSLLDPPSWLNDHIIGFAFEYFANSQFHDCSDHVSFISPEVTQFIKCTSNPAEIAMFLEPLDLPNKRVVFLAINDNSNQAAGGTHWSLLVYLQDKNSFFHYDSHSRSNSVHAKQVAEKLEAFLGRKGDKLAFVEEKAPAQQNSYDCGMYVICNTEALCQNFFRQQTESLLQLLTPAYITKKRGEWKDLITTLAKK
SENP6 block = inhibitors of human SENP6 protease. 330,000 tested, 1.8% active. Recombinant SENP6 catalytic domain, aminoluciferin luminescence. inhibition, % at 10 µM;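 active means inhibition above about 50% at the single tested dose, limit read from the data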;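 further: plate controls were DMSO wells with enzyme for no effect and DMSO wells lacking enzyme for full effect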
MPTP block = inhibitors of mitochondrial permeability transition pore; isolated mouse mitochondria, Ca2+ swelling absorbance, 30 min; inhibition, % at 10 µM; 360,000 tested, 1.4% active; AID 602449;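 active means inhibition of 50% or more, scaled per plate between neutral and stimulator controls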;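 further: 0% = DMSO wells given calcium and 100% = 1 mM EGTA wells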
* marks the source's active call; other numbers are inactive results; x = no result given.

SMILES	SENP7 block	HKDC1 inh	PfGluPho inh	GRIN3A LBD mod	ATG4B inh	SENP8 block	SENP6 block	MPTP block
Cc1cc([N+](=O)[O-])nn1CCCC(=O)N1CCN(c2ccccc2)CC1	0.7	8.7	-9.8	-1.1	4.5	41.3*	7.2	1.2
CC(=O)c1ccc(C(=O)NC2CCCN(Cc3ccccc3F)C2)s1 (stereo unspecified)	-1.1	-3.5	-8.0	1.8	6.3	6.1	7.6	-0.1
CCOc1ccc(NC(=O)c2ccc(NC(=O)c3cn4c5c(c(N6CCN(C)CC6)c(F)cc5c3=O)OCC4C)cc2)cc1 (stereo unspecified)	11.7	15.9	43.0	2.4	-7.1	-426.5	-13.2	-7.6
COc1ccccc1CN=C1Nc2ccccc2CS1	31.0	-8.9	-7.5	-0.8	3.2	2.7	45.6	-2.1
OCC(CO)(CO)N=Cc1cc(Br)ccc1O	-0.9	-9.3	-13.0	-0.1	2.8	-1.0	-6.5	-1.0
O=C(CCCCC(=O)Nc1ccc(F)cc1)Nc1ccc(F)cc1	7.4	-4.7	4.9	3.8	-0.6	12.2	-2.2	-0.7
O=C(Nc1cccc(O)c1)c1cc(-c2ccc3c(c2)OCO3)on1	100.8*	-2.0	-3.7	-0.2	11.7	-11.9	95.6*	-2.3
CC(=O)c1cccc(NC(=O)CN2C(=O)NC(C)(c3ccc4c(c3)OCCCO4)C2=O)c1 (stereo unspecified)	-0.7	-0.5	-12.1	-1.6	4.0	5.2	9.4	-0.8
O=C(CSc1cn(Cc2ccccc2)c2ccccc12)Nc1nccs1	-5.3	-5.5	14.8	-2.9	-4.1	7.5	-27.4	1.5
c1ccc(Oc2nc3ccccc3n3cccc23)cc1	0.7	-6.0	11.0	2.8	3.6	-174.7	-18.2	2.8
O=C(Nc1ccccc1O)c1cccc(NC(=O)c2ccco2)c1	1.4	-2.8	12.8	-8.4	-3.1	12.1	-7.1	0.2
COc1cc(NC(=O)c2cc(-c3cccnc3)nc3ccc(Br)cc23)cc(OC)c1	8.9	1.8	-10.9	10.1*	4.3	15.3	-1.5	0.9
Cc1occc1C(=O)N/N=C/c1ccccn1	19.5	1.1	1.1	0.6	8.1	13.0	27.7	-1.1
COC(=O)c1ccccc1NC(=O)COC(=O)/C=C/c1ccco1	4.1	-7.3	-3.3	3.6	-5.0	10.4	8.7	-0.1
Cc1ccc(N(CC(=O)NCc2ccc3c(c2)OCO3)S(=O)(=O)c2c(C)noc2C)cc1	-6.7	-4.8	-4.4	2.7	-7.8	-3.4	-12.0	-0.1
C/C=C/c1ccc(OCCCCN2CC(C)CC(C)C2)c(OC)c1 (stereo unspecified)	8.9	-5.6	4.2	-0.9	5.1	18.1	19.2	0.9
COc1cc(C(=S)N2CCOCC2)ccc1OC(=O)c1ccc(Br)cc1	-3.0	5.4	12.1	0.3	-0.8	5.8	16.4	-0.2
COc1ccc(COC(=O)c2ccc(N3CCCC3=O)cc2)cc1F	8.9	-7.4	-5.8	0.3	7.8	10.7	-9.1	-0.6
O=C(Oc1cccc2ccccc12)c1ccccc1	x	3.2	15.0	1.6	20.1	38.1	x	-0.7
CCc1nnc(NC(=O)CSCc2cc(=O)n3nc(C)sc3n2)s1	2.5	-6.5	11.1	0.8	-7.1	2.1	-0.8	-0.7
Cn1c(=O)c2cc(S(=O)(=O)NCCC(=O)Nc3ccc(Cl)cc3)ccc2n(C)c1=O	8.0	10.2	-5.4	-3.5	4.8	7.4	5.7	-0.8
COc1ccccc1C(=O)n1nc(-c2ccco2)nc1N	6.0	2.5	6.9	0.9	-7.4	16.2	-4.5	-1.1
Cc1nn2c3ccccc3n(C)c2nc1=O	-2.9	5.8	-8.4	0.6	-8.7	-293.8	-40.2	0.2
CCN(C(=O)COC(=O)c1[nH]c(C)c(C(C)=O)c1C)c1c(N)n(Cc2ccccc2)c(=O)[nH]c1=O	7.9	-5.4	-19.7	-0.1	6.1	4.2	-3.2	0.5
CNC(=O)NC(=S)NC(=O)c1cccc(Cl)c1	3.6	-11.7	-15.4	-0.5	1.9	2.2	-4.0	0.5

3 entries from above, arranged by their value in PfGluPho inh, highest first.
| canonical_smiles | SENP7 block | HKDC1 inh | PfGluPho inh | GRIN3A LBD mod | ATG4B inh | SENP6 block | MPTP block |
| --- | --- | --- | --- | --- | --- | --- | --- |
| Cc1ccc(N(CC(=O)NCc2ccc3c(c2)OCO3)S(=O)(=O)c2c(C)noc2C)cc1 | -6.7 | -4.8 | -4.4 | 2.7 | -7.8 | -12.0 | -0.1 |
| CC(=O)c1cccc(NC(=O)CN2C(=O)NC(C)(c3ccc4c(c3)OCCCO4)C2=O)c1 (stereo unspecified) | -0.7 | -0.5 | -12.1 | -1.6 | 4.0 | 9.4 | -0.8 |
| CNC(=O)NC(=S)NC(=O)c1cccc(Cl)c1 | 3.6 | -11.7 | -15.4 | -0.5 | 1.9 | -4.0 | 0.5 |

Next results:
SMILES	SENP7 block	HKDC1 inh	PfGluPho inh	GRIN3A LBD mod	ATG4B inh	SENP8 block	SENP6 block	MPTP block
COc1ccc([N+](=O)[O-])cc1N(CC(=O)NCCSc1ccc(C)cc1)S(C)(=O)=O	8.3	-0.8	-0.1	0.1	-5.6	5.1	-7.3	-1.6
O=C(C1CCC1)N1CCN(Cc2ccccc2)CC1	-11.2	-1.0	-8.5	-0.1	-12.0	10.7	-11.9	-2.1
COc1ccc(-c2csc(/C(C#N)=C/Nc3ccc4c(c3)OCCO4)n2)cc1	-5.0	-6.1	1.3	3.2	-6.0	-10.0	-1.0	2.4
COc1cc(/C=N/NC(=O)CC(=O)NC2CCCCC2)ccc1O	-3.9	-4.1	-4.9	-0.7	1.4	-22.9	-17.7	-0.2
CCNC(=S)N1CCN(S(=O)(=O)c2ccc(C)c(C)c2)CC1	-0.6	-8.0	-13.4	-0.9	-6.8	14.6	-15.5	1.1
CCCCn1c(NCc2ccc(N(C)C)cc2)nc2ccccc21	1.0	-2.2	0.5	-0.9	-7.2	25.6	14.9	21.6
CCS(=O)(=O)Nc1cccc(-c2nc3cccnc3s2)c1C	6.6	-2.9	9.1	4.0	-13.0	-75.9	-1.7	-1.0
O=C(NCc1ccc2c(c1)OCO2)c1ccc(CS(=O)Cc2ccc(Cl)cc2)o1 (stereo unspecified)	-2.0	-3.3	-4.8	0.8	1.7	11.5	0.6	0.0
Cc1ccc(NC(=O)CN(C)C(=O)CNC(=O)c2ccc3c(c2)OCO3)cc1	5.5	-2.6	1.4	-1.1	-5.2	10.3	-7.3	-1.5
CCOC(=O)C1CCCN(C(=O)c2cccc(NC(=O)C(CC)CC)c2)C1 (stereo unspecified)	-3.8	-7.5	-5.9	-1.6	-5.1	12.3	0.4	-2.0
O=C(Nc1ccc(S(=O)(=O)Nc2nccs2)cc1)/C(=C/c1ccccc1Cl)NC(=O)c1ccccc1	2.0	-4.9	-27.6	-0.4	-6.7	13.0	-6.7	3.1
COc1ccc(Cl)cc1C(=O)NNC(=O)c1cccc([N+](=O)[O-])c1	7.1	-5.5	-11.0	-2.3	-4.2	22.9	-4.5	0.5
Cc1ccc(S(=O)(=O)N2CCCCC2)cc1NC(=O)CSc1nnc(C2CC2)n1C	0.4	-5.5	9.3	0.3	-0.8	4.5	-0.1	-0.9
CCCN(CC1CC1)C(=S)Nc1ccccc1F	-0.6	-5.0	0.2	0.8	6.5	7.2	9.2	-1.0
Cc1ccc(C(=O)NC2CCCCC2)cc1S(=O)(=O)N1CCCC1	4.4	3.5	-21.7	0.3	1.6	4.0	-1.2	-0.2
O=C(CCC(=O)Nc1ccccc1)N/N=C/C=C/c1ccccc1	4.8	-8.0	10.9	-2.0	-2.4	-4.8	-2.1	0.1
O=C(NC(Cc1c[nH]c2ccccc12)C(=O)O)c1ccc(F)cc1 (stereo unspecified)	-1.6	1.6	-8.9	2.0	-2.4	20.0	-4.1	-1.1
COC(=O)c1ccc(Oc2nc(NC(C)C)nc(N(C)C)n2)cc1	4.1	4.0	3.1	-3.0	-14.3	1.7	-10.2	0.4
CC(=O)Nc1ccc(Nc2nc(C)c([N+](=O)[O-])c(N(C)c3ccccc3)n2)cc1	-1.1	1.2	13.1	-5.9	-20.6	22.8	-22.3	1.1
CCC1CCCCN1C(=O)CN1C(=O)c2ccccc2S1(=O)=O (stereo unspecified)	-5.0	0.2	-3.8	0.6	11.4	-9.6	2.4	-0.2
CC(=O)c1cc(C#N)c(N2CCCCC2)nc1C	-0.6	-3.6	-8.2	-0.3	-1.9	-48.0	3.8	-0.4
CC(=O)c1cc(CN2CCC(n3nccc3NC(=O)c3ccccc3C)CC2)cs1	-8.0	-3.9	13.1	-0.9	-0.4	17.3	2.3	-2.5
CC1CCCC(C)N1C(=O)COC(=O)c1ccco1 (stereo unspecified)	5.0	-8.4	6.3	0.4	-11.8	13.0	-3.7	-1.6
CC(=O)N(C)c1ccc(NS(=O)(=O)c2cc(Cl)ccc2Cl)cc1	-10.3	-12.1	17.2	-0.6	-9.9	-1.0	-3.2	-0.4
Cc1cc(C(=O)Nc2cccc(S(=O)(=O)N3CCCC3)c2)c2ccccc2n1	-3.3	-1.1	1.3	-2.6	-14.9	12.1	-12.5	-0.7
SMILES	SENP7 block	HKDC1 inh	PfGluPho inh	GRIN3A LBD mod	ATG4B inh	SENP8 block	SENP6 block	MPTP block
O=C1C2CC=CCC2C(=O)N1c1n[nH]c(Cc2ccccc2)n1 (stereo unspecified)	4.0	-9.1	12.5	-0.1	-0.2	3.3	3.2	-0.4
CN(C(=O)c1ccc(N2CCCCC2)c([N+](=O)[O-])c1)C1CCS(=O)(=O)C1 (stereo unspecified)	-4.2	-2.6	2.8	0.5	-2.5	12.7	-6.8	0.5
Cc1nn(-c2ccccc2)c2c1C(O)CC(C)(C)C2 (stereo unspecified)	-4.1	3.1	-10.6	0.6	1.4	0.8	-8.6	0.3
COc1cccc(CN(C)CC(=O)Nc2cccc(S(N)(=O)=O)c2)c1OC	2.7	-6.4	-6.8	-1.2	-12.5	17.7	-1.1	-0.3
CSCC[C@H](NC(=O)N1CCn2c1nc1ccccc12)C(=O)NCc1ccccc1	-3.0	-5.7	1.4	-2.2	-9.5	7.8	-7.9	-1.2
O=C(N/C(=C/c1ccc(Br)cc1)C(=O)N1CCOCC1)c1cccs1	-2.4	4.8	-11.4	0.8	5.0	-18.1	-45.0	-0.5
S=c1nc(-c2cccc(Cl)c2)[nH][nH]1	x	-7.0	16.9	3.7	3.5	-154.3	x	0.4
CC(C)(C)c1ccc(OCc2nc(-c3ccccn3)no2)c(Br)c1	42.7	5.0	-5.3	-22.6	-1.8	17.9	58.7*	-0.9
COc1cccc(N2CCN(C(=O)CSc3ccc(F)cc3)CC2)c1	-10.7	-5.0	15.7	3.7	1.1	-2.5	10.4	1.1
CCSc1nnc(-c2cc(Br)ccc2N)c(=O)[nH]1	1.3	-3.0	-11.1	1.0	10.2	9.1	2.5	-1.2
O=C(CSc1ccc(-c2ccc(-n3cccn3)cc2)nn1)Nc1ccccc1F	10.2	1.2	-8.3	1.7	-3.4	1.7	-31.5	-0.2
O=C(CCN1C(=O)C2CCCCC2C1=O)Nc1cc([N+](=O)[O-])ccc1Cl (stereo unspecified)	3.3	1.1	-10.5	-0.1	-0.3	12.3	-12.0	-0.6
CC(C)[C@H](NC(=O)Nc1ccccc1F)C(=O)O	-6.2	-11.2	14.2	2.2	-2.0	33.4	-35.7	-3.8
CCCOC1CCCN(C(=O)CCCn2nnnc2CN2CCOCC2)C1 (stereo unspecified)	-15.4	-3.4	0.1	0.6	6.8	2.6	-6.0	0.0
Cc1ccc(NC(=O)COC(=O)c2c(-c3ccccc3)noc2C)cc1	-4.5	4.5	-0.3	-7.2	8.2	3.6	0.2	0.4
CN1C=CC=C/C1=C1\SC(=S)N(N)C1=O	-6.8	-6.0	3.3	-1.6	-2.9	14.6	-14.3	0.6
O=C(O)c1cc(S(=O)(=O)Nc2cccc(S(=O)(=O)N3CCCC3)c2)ccc1Cl	-11.5	2.5	-8.3	0.2	-1.6	5.7	1.2	-0.4

Compound activity: PubChem, Sanford-Burnham Center for Chemical Genomics
